IL-1B inflam inh: qHTS for Inhibitors of Inflammasome Signaling: IL-1-beta AlphaLISA Primary Screen; hit rate 4.7% among 360,000; AID 743279, 2014; activity change, % at 57.5 µM; THP-1 LPS/ATP IL-1B secretion, AlphaLISA, 16 h; hits give low values; in the data active means activity change below about -50%; inconclusive means mostly about -30% to -49%; further: on the % scale 0 is the no-effect control and ±100 the full control effect
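THP-1 cells pretreated 1 hr with compounds (up to 57.5 uM final), then stimulated with LPS (250 ng/mL final) plus ATP (1.25 mM final); secreted IL-1B measured by AlphaLISA after 16 hr, decreased signal indicating inhibition.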
HT1080-NT tox: qHTS for induction of synthetic lethality in tumor cells producing 2HG: qHTS for the HT-1080-NT fibrosarcoma cell line. HT-1080-NT fibrosarcoma viability, CellTiter-Glo ATP luminescence, 48 h. Potency, µM (highest dose often 46.1 µM), for inactives: at the highest dose activity, negative = less viability, most hits filed as cytotoxic. hit rate 1.6% among 360,000. AID 686970, 2013;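 further: NT is the 2HG producing partner of a matched IDH1 knockdown line; potency means the concentration at half of the fitted maximal effect; 0% = DMSO-treated cells and -100% = media-only wells without cells; nearly all actives have a fitted effect of over 55% in size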
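Viability by CellTiter-Glo luminescence after 48 h compound exposure at 37C of HT-1080-NT cells (750/well, RPMI, 5% FBS). % activity scaled between DMSO wells and medium-only wells, then curve-fitted and categorized by curve class.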
SW480 rerep: A quantitative high throughput screen for small molecules that induce DNA re-replication in SW480 colon adenocarcinoma cells; SW480 DNA re-replication, Hoechst DNA content imaging, 48 h; Potency, µM (titrated, usually from 46.1 µM), for inactives: at the highest dose re-replication activation, most hits filed as activators; hit rate 1.8% among 340,000; further: potency means the concentration at half of the fitted maximal effect; % of control where 0% means no effect; nearly all actives have a fitted effect of over 55% in size
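Readout is total intensity of Hoechst-stained nuclei, excited at 405 nm and collected at 500-530 nm. Compound treatment lasted 48 hr at 37 C in 5% CO2 before staining.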
MCF10A rereplic: A quantitative high throughput screen for small molecules that induce DNA re-replication in MCF 10a normal breast cells. MCF 10A DNA re-replication, Hoechst nuclear intensity, 48 h. Potency, µM (series often up to 46.1 µM), inactives show top-dose activity, positive = re-replication, hits mostly activators. hit rate 2.9% among 350,000. AID 624296, 2012; further: potency means the concentration at half of the fitted maximal effect; % of control where 0% means no effect; nearly all actives have a fitted effect of over 50% in size
KB-3-1 tox: qHTS assay for MDR1-selective chemotherapeutics: Primary screen using the parental adenocarcinoma cell KB-3-1; AID 1347075, 2019; hit rate 1.4% among 400,000; KB-3-1 viability, CellTiter-Glo ATP luminescence, 72 h; Potency, µM (highest dose often 46.1 µM), without a hit: at the top dose activity change, negative = cytotoxic, hits mostly cytotoxic; further: potency means the concentration at half of the fitted maximal effect; on the % scale 0 is the no-effect control and ±100 the full control effect; nearly all actives have a fitted effect of over 60% in size
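Cytotoxicity in the drug-sensitive parental line KB-3-1 was scored as loss of CellTiter-Glo luminescence following 72 h incubation with compound. Values come from curve fitting of normalized concentration-response data.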
KB-V1 MDR tox: qHTS assay for MDR1-selective chemotherapeutics: Primary screen using the drug-selected MDR subline cells KB-V1 | Potency, µM (doses to about 46.1 µM), for inactives: at the top dose activity change, negative = cytotoxicity, hits mostly cytotoxic | hit rate 3.4% among 400,000 | KB-V1 MDR cells viability, CellTiter-Glo, 72 h | AID 1347076, 2019; further: potency means the concentration at half of the fitted maximal effect; on the % scale 0 is the no-effect control and ±100 the full control effect; nearly all actives have a fitted effect of over 60% in size
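Following 72 h at 37 degrees C with compound, KB-V1 cell viability was read by CellTiter-Glo luminescence, medium being phenol-red-free DMEM plus 10% FBS; concentration-response parameters came from normalized, curve-fitted qHTS data.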
HT1080 IDH1KD tx: qHTS for induction of synthetic lethality in tumor cells producing 2HG: qHTS for the HT-1080-IDH1KD cell line | HT-1080 IDH1 knockdown viability, ATP luminescence, 48 h | Potency, µM (top dose mostly 46.1 µM), for the others: top-dose activity, negative = toxicity, usual class: cytotoxic | hit rate 2% among 360,000;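 further: potency means the concentration at half of the fitted maximal effect; 0% = DMSO wells and -100% = cell-free medium wells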
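After a 2 h attachment period, IDH1KD HT-1080 cells took pin-transferred compound for 48 h at 37 °C; ATP-based luminescence after 10 min room-temperature reagent incubation reported viability.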
HEK293 tox: qHTS of GLP-1 Receptor Inverse Agonists: Cytotox Screen; HEK293 cAMP-luciferase reporter cells, luminescence, 24 h; Potency, µM (series often up to 38.3 µM), for inactives: at the highest dose activity change, negative = inhibition, hits mostly inhibitors; hit rate 0.13% among 410,000; AID 624418, 2012;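 further: loss of luciferase light is scored as toxicity; potency means the concentration at half of the fitted maximal effect; on the % scale 0 is the no-effect control and ±100 the full control effect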
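Here, cytotoxicity is scored as loss of luminescence. The MLSMR collection was tested on cells seeded in medium containing 10% Nu serum, with a 24 hr compound exposure preceded by 12 hours of culture.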
D3 ag: qHTS of D3 Dopamine Receptor Agonist: qHTS; D3R DiscoveRx beta-arrestin cells, luminescence, 90 min; max activation, %; hit rate 0.58% among 410,000; AID 652048, 2013; in the data active means max activation above about 30%; further: 0% is about no effect; mostly tested at two doses, the higher about 12 µM
Target sequence (P35462 whole entry, looked up): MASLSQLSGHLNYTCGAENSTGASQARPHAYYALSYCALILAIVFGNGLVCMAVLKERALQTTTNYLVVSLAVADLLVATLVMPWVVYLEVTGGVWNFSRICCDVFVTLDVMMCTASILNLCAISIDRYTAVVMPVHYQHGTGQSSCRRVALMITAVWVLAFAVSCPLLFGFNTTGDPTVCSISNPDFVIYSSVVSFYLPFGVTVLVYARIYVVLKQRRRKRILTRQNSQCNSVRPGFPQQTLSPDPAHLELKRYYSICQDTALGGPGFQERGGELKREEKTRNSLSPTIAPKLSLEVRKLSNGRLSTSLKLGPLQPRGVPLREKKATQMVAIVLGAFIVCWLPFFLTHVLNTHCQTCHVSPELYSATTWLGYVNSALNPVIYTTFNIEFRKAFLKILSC
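Agonist-mode cell screen: cells plated at 1500/well and incubated overnight at 37 °C, then exposed to library compounds for 90 min at 37 °C. Detection reagent was added for 30–60 min at room temperature, and luminescence was read.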
* hit, by the source's call; ? = inconclusive; / = no result given; & = joins results of further samples; [ ] = another dose, or the depositor's remark. Unless noted, the call rests on the fitted dose curve; in most records, active means well fitted curve in the direction sought with a large enough effect; inconclusive means small, poorly fitted or top-dose-only effect, or another doubt; inactive means no such curve, though single readings can be large; an effect the other way counts as inactive or inconclusive.

SMILES | IL-1B inflam inh | HT1080-NT tox | SW480 rerep | MCF10A rereplic | KB-3-1 tox | KB-V1 MDR tox | HT1080 IDH1KD tx | HEK293 tox | D3 ag
O=C(c1ccc(C(=O)N2CCCc3ccccc32)s1)N1CCCc2ccccc21 | -52* | 23% | -8% | 17% | ? | -3% | 1% | -15% | 16
CCOC(=O)[C@]12CCCC=C1N(CCC1=CCCCC1)C(=O)[C@H](CC(=O)NCc1cccc(C(F)(F)F)c1)C2 | -15 | ? | / | / | ? | ? | ? | -14% | 1
CCN1CCN(C(=O)c2cc3cc4cc(OC)ccc4nc3s2)CC1 | -28 | 4% | -5% | -16% | 8% | -2% | -4% | -8% | -11
Cc1nn(Cc2ccc([N+](=O)[O-])cc2)c(=O)n1-c1ccc(F)cc1 | 19 | -1% | -1% | 6% | 5% | -10% | -20% | 1% | 12
Cc1cccn2cc(CNC(=O)c3ccc(Br)o3)nc12 | 11 | 2% | 1% | 0% | 13% | 19% | 5% | -2% | 0
CCC(=O)NC1(C(F)(F)F)C(=O)Nc2c1c(=O)[nH]c(=O)n2Cc1ccco1 (stereo not drawn) | 4 | 17% | 0%[9.22 µM] | -25% | -3% | 4% | 10% | -10% | 2
O=C(Nc1ccc(F)cc1)c1csc(Cc2ccccc2)n1 | -3 | 6% | -46%[inhibitor] | -6% | 4% | 6% | 9% | -27% | 2
Cc1ccc(CNC(=O)[C@]2(C)CCC[C@@]3(C)C4CC[C@@]5(C)C[C@]4(CCC32)CC5=O)cc1 (stereo partly drawn) | 29 | -11% | -5% | ? | -9% | ? | -7% | -26% | 19
COc1ccc(C(=O)COC(=O)CN2C(=O)C3C4C=CC(C4)C3C2=O)cc1 (stereo not drawn) | -11 | -7% | -11% | -3% | -13% | 0% | -4% | -6% | -2
CN(CC(=O)NCc1ccccc1Cl)S(=O)(=O)c1ccc2c(c1)n(C)c(=O)c(=O)n2C | -2 | 0% | -16% | 0% | 0% | 0% | 6% | -17% | -2
COc1ccc(OC)c(NC(=O)CNC(=O)c2ccc([N+](=O)[O-])cc2)c1 | 3 | -10% | 6% | -1% | -6% | -3% | 0% | 0% | 1
CCc1ccc(NC(=O)Cn2c(=O)c3cc(Cl)ccc3n3nncc23)cc1 | / | / | / | / | 4% | -6% | / | 12% | -13
O=C(/C=C/c1cc([N+](=O)[O-])ccc1OC(F)F)Nc1cccc(OC(F)F)c1 | -1 | -17% | -2% | 0% | 2% | 5% | -12% | 15% | 0
Cn1cnnc1Sc1ccc(C(=O)OCC(=O)NCC(F)(F)F)cc1[N+](=O)[O-] | -15 | -10% | -1% | 10% | 11% | 6% | 10% | -1% | 2
Cc1ccc(-c2noc(-c3ccc(N4CCOCC4)c([N+](=O)[O-])c3)n2)cc1 | / | / | / | / | -9% | 18% | / | 3% | -10
CCCOc1ccc(-c2nn(-c3ccccc3)cc2C2NC(=O)NC(C)=C2C(=O)OC(C)C)cc1 (stereo not drawn) | / | / | / | / | 1% | ? | / | -15% | 13
C=CCn1c(SCC(=O)Nc2nnc(C)s2)nnc1-c1cccnc1 | 19 | -11% | 3% | -3% | -4% | -1% | -9% | -3% | 0
CCOc1ccc(CNC(=O)CCCn2nc(C)c3c(C)n(-c4ccc(C)cc4)nc3c2=O)cc1 | ? | 6% | -5% | 3% | -12% | -11% | -5% | 0%&-2% | -1&1
CCOc1ccc(/C=N/n2c(C3CCCCC3)n[nH]c2=S)cc1 | -26 | 8% | -15% | 10µM* | -5% | -5% | 7% | -1% | 4
O=C(CNC(=O)c1ccc(S(=O)(=O)N2CCCC2)cc1)N/N=C/c1c(Cl)cccc1Cl | -58* | -29% | 17% | ? | -4% | 15% | ? | -6% | 5
CCOCCCNC(=O)C1CCN(S(=O)(=O)c2ccc(C)cc2)CC1 | 1 | 13% | -7% | 4% | 6% | 7% | 2% | 14% | 13
COc1ccccc1OCCn1c(=S)[nH]c2ccccc21 | 11 | -27% | ? | ? | ? | 23µM* | ? | ? | 1
S=c1nc(NCc2ccc3c(c2)OCO3)c2ccccc2[nH]1 | 20 | -6% | -5% | -4% | -25% | -16% | -13% | 3% | 2
N#Cc1cnc2sc3ccccc3n2c1=N | -2 | 7% | -2% | 2% | -18% | -11% | 4% | -3% | -3
CCOc1ccc(CCNC(=O)CCS(=O)(=O)c2ccc(OC)cc2)cc1OCC | -11 | 9% | -1% | ? | -2% | -9% | 1% | 2% | -1
O=C(CNC(=O)c1cccs1)NCC(=O)OCc1ccc(Cl)cc1 | -3 | 20% | -17% | -3% | 16% | -1% | -17% | 10% | -4
Cn1c(=O)[nH]c(=O)c2c1nc(N/N=C/C(Br)=C/c1ccccc1)n2CCO | 32 | -14% | ? | ? | 15% | 71% | -13% | -25% | -9
Nn1c(SCC(=O)NC2CCS(=O)(=O)C2)nnc1-c1ccco1 (stereo not drawn) | 9 | 9% | -9% | -28% | 10% | 19% | 10% | -2% | 0
O=C(COc1ccccc1)Nc1ncc2c(n1)CCCC2=O | 28 | 9% | -1% | -2% | 3% | 16% | 7% | 5% | 2
CC(C)(C)OC(=O)C[C@@H]1C/C=C\C[C@@H](CC(=O)N(CCO)Cc2ccccc2)C(=O)NCCOC1=O | 14 | 2% | -22% | 17% | 1% | -2% | -5% | -14% | -27

Some of these compounds in order of heavy-atom count, smallest number first:
SMILES | IL-1B inflam inh | HT1080-NT tox | SW480 rerep | MCF10A rereplic | KB-3-1 tox | KB-V1 MDR tox | HT1080 IDH1KD tx | HEK293 tox | D3 ag
S=c1nc(NCc2ccc3c(c2)OCO3)c2ccccc2[nH]1 | 20 | -6% | -5% | -4% | -25% | -16% | -13% | 3% | 2
Nn1c(SCC(=O)NC2CCS(=O)(=O)C2)nnc1-c1ccco1 (stereo not drawn) | 9 | 9% | -9% | -28% | 10% | 19% | 10% | -2% | 0
O=C(CNC(=O)c1cccs1)NCC(=O)OCc1ccc(Cl)cc1 | -3 | 20% | -17% | -3% | 16% | -1% | -17% | 10% | -4
C=CCn1c(SCC(=O)Nc2nnc(C)s2)nnc1-c1cccnc1 | 19 | -11% | 3% | -3% | -4% | -1% | -9% | -3% | 0
COc1ccc(OC)c(NC(=O)CNC(=O)c2ccc([N+](=O)[O-])cc2)c1 | 3 | -10% | 6% | -1% | -6% | -3% | 0% | 0% | 1
Cn1c(=O)[nH]c(=O)c2c1nc(N/N=C/C(Br)=C/c1ccccc1)n2CCO | 32 | -14% | ? | ? | 15% | 71% | -13% | -25% | -9
O=C(/C=C/c1cc([N+](=O)[O-])ccc1OC(F)F)Nc1cccc(OC(F)F)c1 | -1 | -17% | -2% | 0% | 2% | 5% | -12% | 15% | 0
CN(CC(=O)NCc1ccccc1Cl)S(=O)(=O)c1ccc2c(c1)n(C)c(=O)c(=O)n2C | -2 | 0% | -16% | 0% | 0% | 0% | 6% | -17% | -2
CCOc1ccc(CNC(=O)CCCn2nc(C)c3c(C)n(-c4ccc(C)cc4)nc3c2=O)cc1 | ? | 6% | -5% | 3% | -12% | -11% | -5% | 0%&-2% | -1&1

New compounds follow.
SMILES | IL-1B inflam inh | HT1080-NT tox | SW480 rerep | MCF10A rereplic | KB-3-1 tox | KB-V1 MDR tox | HT1080 IDH1KD tx | HEK293 tox | D3 ag
O=C(CC1C(=O)NCCN1C/C=C/c1ccccc1)NCCc1ccncc1 (stereo not drawn) | 13 | -1% | -21% | 6% | 14% | ? | 6% | -6% | 5
Nc1c(N(Cc2ccco2)C(=O)COc2ccc(Cl)cc2)c(=O)[nH]c(=O)n1Cc1ccccc1 | 1 | 4% | -7% | 3% | 15% | -13% | -1% | 2% | 2
Cc1cccc(NC(=O)c2ccc(-n3ccnc3)nc2)c1 | ? | 8% | -1% | 2% | 10% | 25% | 16% | -17% | -1
Cc1ccc(C(=O)OCC(=O)NCC2COc3ccccc3O2)cc1 (stereo not drawn) | 8 | 0% | -1% | -1% | 0% | 0% | -6% | 1% | 1
CCN(CC)CCNC(=O)c1ccc(NC2=NC3CS(=O)(=O)CC3S2)cc1 (stereo not drawn) | 0 | 2% | -8% | 8% | 8% | 29% | 12% | -17% | 3
CCOC(=O)CSc1nc(=O)n2ccc(C)cc2n1 | -5 | 25% | -3% | -4% | -1% | ? | 6% | -16% | -23
COc1ccc(N2CCN(C(=O)CN(C)S(=O)(=O)c3ccc4c(c3)c(=O)n(C)c(=O)n4C)CC2)cc1 | ? | -10% | -4% | 25% | 3% | -26% | -4% | -2% | -3
COc1ccc(S(=O)(=O)N2CCC(C(=O)Oc3cccc(C)c3)CC2)cc1OC | 5 | 11% | -13% | 1% | -5% | ? | -1% | -1% | 1
Cc1csc(SCC(=O)N(C)c2c(N)n(Cc3ccccc3)c(=O)[nH]c2=O)n1 | 11 | 1% | 3% | -30% | 6% | -17% | 7% | 22% | 2
COc1cc2sc(-c3ccccc3OC)c(-c3ccc(OCCN4CCOCC4)cc3)c2cc1OC | -23 | ? | 125% | 6% | 0% | 0% | ? | -1% | -12
Cc1ccc(C)c(OCc2ccc(C(=O)NN)o2)c1 | ? | -10% | 0% | -8% | 2% | 10% | 9% | 2% | 6

Screening results: PubChem BioAssay, National Center for Advancing Translational Sciences (NCATS)
